Assay outcomes from PubChem BioAssay.
Pf apPOL inh – Pf-apPOL inhibitors, biochemical, fluorescence. Recombinant Pf-apPOL, molecular beacon fluorescence, 1.5 h. AID 1794808, 2022. inhibition, % at 10 µM. Plasmodium falciparum apicoplast DNA polymerase (apPOL). 0.25% of 210,000 active
mHTT-CaM PPI inh – mutant huntingtin-calmodulin interaction inhibitors – biochemical, AlphaScreen, primary screen. AID 1671202, 2021. AlphaScreen His-mHTT/GST-CaM binding, luminescence. inhibition, % at 15 µM. P42858. 3.6% of 190,000 active;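 also: 0% = both proteins with DMSO and 100% = one protein alone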
Numbers without * were called inactive; / = not tested or not shown; & = joins results of further samples; ! = not confirmed by another sample. Rule as the data show it: active = inhibition above about 50%; inactive = the rest. This is a random part of the collection; overall some 3.5% were active at least once.

SMILES | Pf apPOL inh | mHTT-CaM PPI inh
Cc1ccc([C@H]2C[C@@H](O)[C@H](n3cc(-c4ccc(F)cc4)nn3)CN2Cc2cccs2)cc1 | 2 | -5
Cc1ccc(S(=O)(=O)NC2=NS(=O)(=O)c3ccccc32)cc1 | -7 | -7
COc1cc(NC(=O)COc2ccc(C(C)=O)cc2OC)ncn1 | -8 | -4
O=C(Nc1cc(F)cc(F)c1)c1cccc(-c2cnc(N3CCCCC3)nc2)c1 | -1 | -3
COc1ccc(C(=O)Nc2ccc(C)cc2Br)c(OC)c1 | -4 | -12
Cc1cc(C)cc(NC(=O)C2CCN(S(=O)(=O)c3ccccc3)CC2)c1 | -9 | -5
O=c1ccc(-n2cccn2)nn1CCNS(=O)(=O)c1ccc(Cl)s1 | -10 | -6
O=C(Nn1c(Cc2ccccc2)nc2ccccc2c1=O)c1c(O)c2ccccc2[nH]c1=O | 11 | 34
O=C(COc1ccc(Br)cc1Cl)Nc1ccc2c(c1)OCO2 | -10 | -2
O=C(CN1CCCCC1)Nc1ccc(Br)cc1 | -1 | -3
Cc1cccc(N2C(=O)S/C(=C\c3ccc(O)cc3)C2=O)c1 | -3 | 30
COc1ccc(Br)cc1C=CC(=O)Nc1ccc(F)cc1F | -2 | /
Cc1ccc(Cl)cc1NC1OC(=O)c2ccccc21 (stereo not given) | -6 | -5
O=C(Nc1nccs1)C(=O)NC1CCCC1 | 5 | -3
COc1ccccc1-c1nc(C2CCCN(C(=O)c3cccc(OC)c3OC)C2)no1 (stereo not given) | -6 | 23
CCN(CC)S(=O)(=O)c1cc(C(=O)Nc2ccc(Cl)cn2)ccc1Br | -1&-2 | -1&3
O=[N+]([O-])c1ccc(CSc2ncnc3c2ncn3[C@@H]2O[C@H](CO)[C@H](O)C2O)cc1 (stereo not given in full) | -6 | /
CSc1ccccc1NC(=O)CCCn1nc([N+](=O)[O-])c(Br)c1C | 0 | 0
O=C(C[C@H]1C(=O)N(CCc2ccccc2)C[C@@H]1Cc1ccccc1)Nc1ccccc1 | -6 | 13
COc1ccccc1CNC(=O)CN(c1cc(Cl)ccc1Cl)S(C)(=O)=O | -6 | 0
CCn1ncc2ccc(C(=O)NC(C)C)cc21 | -3 | -1
Cc1cc(C)nc(NS(=O)(=O)c2ccc(NC(=O)c3ccc(Br)cc3F)cc2)n1 | 1 | 3
c1ccc(CN2CCN(Cc3ccco3)CC2)nc1 | -5 | 2
Cc1cccc(NC2=CC(c3ccc([N+](=O)[O-])cc3)N(c3cccc(C)c3)C2=O)c1 (stereo not given) | 0 | 8
CC(C)CNC(=O)C(=O)Nc1ccc(Br)cc1 | -3 | -3
COc1ccc(-c2nnc(N3CCC(C(=O)NCc4cc(F)cc(F)c4)CC3)o2)cc1 | 0 | 10
Cc1ncsc1CN1CCC(O)(c2ccccc2)C(N2CCCC2)C1 (stereo not given) | -4 | 21
CC(=O)N1CCN(c2cccc(F)c2)C(=O)C1C (stereo not given) | 1 | -5
O=C(c1ccccc1)C(Sc1nnc2sc3ccccc3n12)c1ccccc1 (stereo not given) | -2 | 5
COc1cccc(OC)c1C(=O)N1CCN(Cc2ccccc2F)CC1 | -11 | 2

Another view of some results above:
SMILES	Pf apPOL inh	mHTT-CaM PPI inh
O=[N+]([O-])c1ccc(CSc2ncnc3c2ncn3[C@@H]2O[C@H](CO)[C@H](O)C2O)cc1 (stereo not given in full)	-6	/
CSc1ccccc1NC(=O)CCCn1nc([N+](=O)[O-])c(Br)c1C	0	0
O=C(C[C@H]1C(=O)N(CCc2ccccc2)C[C@@H]1Cc1ccccc1)Nc1ccccc1	-6	13
COc1ccccc1CNC(=O)CN(c1cc(Cl)ccc1Cl)S(C)(=O)=O	-6	0
CCn1ncc2ccc(C(=O)NC(C)C)cc21	-3	-1
Cc1cc(C)nc(NS(=O)(=O)c2ccc(NC(=O)c3ccc(Br)cc3F)cc2)n1	1	3
c1ccc(CN2CCN(Cc3ccco3)CC2)nc1	-5	2
Cc1cccc(NC2=CC(c3ccc([N+](=O)[O-])cc3)N(c3cccc(C)c3)C2=O)c1 (stereo not given)	0	8
CC(C)CNC(=O)C(=O)Nc1ccc(Br)cc1	-3	-3
COc1ccc(-c2nnc(N3CCC(C(=O)NCc4cc(F)cc(F)c4)CC3)o2)cc1	0	10
Cc1ncsc1CN1CCC(O)(c2ccccc2)C(N2CCCC2)C1 (stereo not given)	-4	21
CC(=O)N1CCN(c2cccc(F)c2)C(=O)C1C (stereo not given)	1	-5
O=C(c1ccccc1)C(Sc1nnc2sc3ccccc3n12)c1ccccc1 (stereo not given)	-2	5
COc1cccc(OC)c1C(=O)N1CCN(Cc2ccccc2F)CC1	-11	2

Next results follow.
SMILES | Pf apPOL inh | mHTT-CaM PPI inh
Cc1cccc(NC(=O)C2CCN(c3cc(C(=O)N4CCCCC4)ccn3)CC2)c1 | 2 | 8
COc1cc(C=C(C#N)c2nc(-c3ccc4c(c3)OCO4)cs2)cc(OC)c1OC(C)=O | -5 | -4
CN(C)C(CNC(=O)C1(c2ccccc2)CCOCC1)c1ccccc1Cl (stereo not given) | -1 | -3
Cc1ccc(-n2cc(C(=O)N3CCCC3)nn2)cc1C | -2 | -9
CCOc1ccc(N2CC(c3nnc(NC(=O)Cc4ccc(C)cc4)o3)CC2=O)cc1 (stereo not given) | -2 | 1
O=C(Cn1cnc2c(oc3ccccc32)c1=O)NCc1ccccc1Br | -2 | -9
CCOc1ccc(-c2ncnn2-c2sc3c(c2C#N)CCCC3)cc1 | 0 | 11
CC1(C)CC(=O)C2=C(C1)Nc1ccccc1NC2c1cccc(C(F)(F)F)c1 (stereo not given) | 48 | 8
NC(=O)C1CCCN(Cc2ccccc2Br)C1 (stereo not given) | -4 | -4
O=C(c1ccc(-c2ccsc2)nc1)N1CCOCC1 | -7 | -3
CCOc1ccc(C(=O)Nc2ccccc2I)cc1[N+](=O)[O-] | -7 | 5
CN(CCOC(=O)c1occ2ccccc12)C1CN(Cc2cn(Cc3ccccc3Cl)nn2)S(=O)(=O)C1 (stereo not given) | -5 | 22
O=C(Nc1ccc(Cl)cc1Cl)C1CC(=O)N(C2CCCCC2)C1 (stereo not given) | -1 | -16
CCc1ccc(CNC(=O)C2CCCN(c3nc4ccccc4o3)C2)cc1 (stereo not given) | -14 | -1
COc1cccc(/C=C2\SC(=O)N(CN3CCCCC3)C2=O)c1 | 1 | 24
COc1ccc(OC)c(/C=c2\sc3nc(=O)c(C)nn3c2=O)c1 | 8 | 3
CCCNC(=O)c1cccc(CN2C(=O)COc3ccc(C)cc32)c1 | 5 | 0
CCOc1ccccc1OCCN1CC(C)OC(C)C1 (stereo not given) | -3 | 0
CN(C(=O)CCNC(=O)Cn1ccc2ccccc2c1=O)c1cccc(Cl)c1 | 0 | 3
O=C(Cc1cccc(F)c1)N1CCCC1c1cccc(F)c1 (stereo not given) | -5 | 5
Cc1ccc(CNC(=O)C2CCN(S(=O)(=O)N(CC(C)C)CC(C)C)CC2)cc1 | -14 | 18
O=C1COc2cc(Cl)ccc2N1 | / | 9
COC(=O)C(=C1OC(=O)C(c2ccccc2)=C1O)c1ccccc1 | 31 | /
CCN(Cc1ccccc1)c1cc2c(c3c1ccn3C)C1CCC2C1 (stereo not given) | -2 | 44
N#CC1(C#N)C2CCCCC23OC(=N)C1(C#N)C(c1cccnc1)O3 (stereo not given) | -9 | 13
O=S(=O)(c1ccc(Cl)cc1)N1CCC(c2ccncc2)CC1 | 0 | -5
Cc1ccccc1OCC(=O)N1CC(CN(C)C)C2(CCOCC2)C1 (stereo not given) | -9 | -7
O=C(Cc1cccs1)Nc1nccs1 | / | 0
COCCNC(=O)c1cc2ccncc2[nH]1 | -8 | 3
CCOC(=O)COc1ccc2c(-c3cc4cc(Br)ccc4oc3=O)cc(=O)oc2c1 | -7 | 0
COc1ccc(C)cc1NC(=O)c1cnc2scc(C)n2c1=O | -4 | -3
NNC(=O)Cn1nnc(-c2cc(C(F)(F)F)cc(C(F)(F)F)c2)n1 | 1 | /
CC(=O)Nc1ccc(SC[C@H](CC(C)C)N2CCN(CC(C)C)CCC2=O)cc1 | -7 | 4
O=C1c2ccccc2NC(c2cccc([N+](=O)[O-])c2)N1c1ccc(Br)cc1 (stereo not given) | -4 | 14
O=C1C(=Cc2cc(Br)cc3c2OCOC3)Oc2c1ccc(O)c2CN1CCCC1 | 4 | 38
CN(C)C(=O)COc1ccc2c3c(c(=O)oc2c1)CCC3 | 1 | 3
O=C(O)c1csc(-c2ccc3c(c2)CCO3)n1 | -14 | /
O=C1OC2(CCCCC2)OC(=O)C1=Cc1ccc2c(c1)OCO2 | 1 | 4
CN1CCN(c2ccc([N+](=O)[O-])c(-n3nc(-c4ccccc4)c4ccccc4c3=O)c2)CC1 | -5&6 | 55*!
CC1CCCN(CC2CCN(S(=O)(=O)c3ccc(C(C)C)cc3)CC2)C1 (stereo not given) | -2 | 10
O=C(Nc1ccc(F)c(Cl)c1)c1cccnc1 | -2 | 0
Cn1cc(CN2CCC(C(=O)NCCCN3CCCCC3)CC2)c2cc(Cl)ccc21 | -1 | 17
CCc1nnc(NC(=O)c2ccco2)s1 | 2 | -25
Cc1cc(C)cc(NC(=O)c2cc3n(n2)C(C(F)(F)F)CC(c2ccc4c(c2)OCO4)N3)c1 (stereo not given) | -4 | 11
N#C/C(=C\c1ccc(-c2ccccc2[N+](=O)[O-])o1)c1nn(CCO)c(N)c1C#N | -6 | 72*
CCn1cnc2c1c(=O)n(CCC(C)C)c(=O)n2-c1ccc(C)cc1 | -6 | 10
Cc1ccc(-c2nnc(N3CCC(C(=O)NCc4cc(F)ccc4F)CC3)o2)cc1 | 1 | 16
O=C(c1c(F)cccc1F)N1CCC(Oc2nc3ccccc3s2)CC1 | -12 | 13
CC1CN(C(=O)CCN2C(=O)c3ccccc3C2=O)CC(C)O1 (stereo not given) | 1 | -10
CCN(C)C(=O)C(C1CCCC1)N1CCN(C(=O)C2CCCCC2)CC1 (stereo not given) | 0 | 10
COc1cccc(C2C3=C(CCCC3=O)Nc3nc(SCc4ccccc4)nn32)c1 (stereo not given) | 3 | 11
COC(=O)c1cc(Nc2ccc3c(c2)OCO3)c2cc(C)ccc2n1 | -4 | 20
COc1ccc(/C=C2\SC(=O)N(c3ccccc3)C2=O)cc1OC | -2 | 0
CCCNC(=O)C(=O)Nc1cccc(F)c1 | -4 | -2
Cc1ccc(C2=N/C(=C\c3ccc(F)cc3)C(=O)O2)cc1C | -160 | -3
CN(C)C=Nc1ncccn1 | -2 | /
Cc1ccc2[nH]c3c(c2c1)CCC1C3=NNC1c1ccco1 (stereo not given) | -4 | 79*
O=C(Nc1ccc(-c2nnc(-c3ccco3)o2)cc1)C(c1ccccc1)c1ccccc1 | 1 | 4
O=C(Nc1ccc(N2CCN(C(=O)C3CCCC3)CC2)nc1)c1ccc(F)cc1F | 3 | 2
CC(=O)C1=C(O)C(=O)N(c2ccc(C)cc2)C1c1cccc([N+](=O)[O-])c1 (stereo not given) | 0 | -8

Compound profiles, from the list above. Values in the order: Pf apPOL inh, mHTT-CaM PPI inh
Cc1ccc(C2=N/C(=C\c3ccc(F)cc3)C(=O)O2)cc1C as listed: -160, -3
CCCNC(=O)C(=O)Nc1cccc(F)c1 as listed: -4, -2

Later entries
SMILES | Pf apPOL inh | mHTT-CaM PPI inh
CCn1c(=O)c(-c2nc(-c3ccc(Cl)cc3)no2)c(O)c2ccc(F)cc21 | -4 | -13
O=C(c1cc2cc(Cl)cc(Cl)c2oc1=O)N1CCCc2ccccc21 | -7 | 1
COCCN1C(=O)c2ccccc2C(C(=O)NCCN(C)C)C1c1ccc(F)cc1 (stereo not given) | -3 | -2
O=C1OC(c2ccc([N+](=O)[O-])cc2Cl)=N/C1=C\c1cccc(Br)c1 | -1 | 4
Nc1cc(=O)n(Cc2ccccc2)c(=O)n1-c1ccc(Cl)cc1 | 10&6 | /
O=C(O)CCc1ccc(-c2cccs2)n1-c1ccc(Br)cc1 | -3&0 | 16&45
COc1ccc(N(CC(=O)NC2CCCCC2)S(=O)(=O)c2ccc(C)cc2)cc1OC | 0 | 10
O=C(c1ccoc1)N1CCCC(c2nncn2-c2ccccc2)C1 (stereo not given) | 0 | -7
CC(C)c1cc(C2CCCN2Cc2cn[nH]c2-c2ccc(F)cc2)on1 (stereo not given) | 4 | 14
CCCOc1ccc(C(=O)Nc2ccc(Br)cc2C)cc1 | -15 | -4
c1ccc(-n2cc(-c3nc4ccccc4o3)cn2)cc1 | -1 | -7
COc1ccc(-c2cc(C(F)(F)F)n3nc(C(=O)O)cc3n2)cc1 | -4 | 23
CCc1nc2ccccc2n1S(=O)(=O)c1ccc(C)c([N+](=O)[O-])c1 | 6&0 | 18&5
COc1cc(C(=O)Oc2ccc3cc(-c4ccccc4)c(=O)oc3c2)cc(OC)c1OC | -2 | 2
COc1ccc(-c2cn3c(n2)N(C(=O)Cc2ccsc2)CCC3)cc1 | 3 | 10
COc1cc(C(=O)Nc2c3c(nn2-c2ccc(Cl)cc2)CS(=O)(=O)C3)cc(OC)c1OC | -3 | -1
CCCCNc1c(Cl)c(Cl)nc(Cl)c1C(=O)O | -10 | -2
CCc1ccccc1N(C)C(=O)C1CCCN(c2ncnc3c2nc2n3CCCCC2)C1 (stereo not given) | -2 | 30
Cc1csc(NC(=O)C2CCCN(S(=O)(=O)c3ccc(Br)s3)C2)n1 (stereo not given) | 1 | 19
O=C1C(=O)N(CCN2CCOCC2)C(c2cccc([N+](=O)[O-])c2)C1=C(O)c1ccc(Cl)cc1 (stereo not given) | -1 | 1
COc1ccc(-c2nc3cc(NC(=O)C4CCCCC4)ccc3o2)cc1OC | -9 | 8
Cc1cc(NC(=O)C(=O)NCCc2ccc3c(c2)CCCN3C)no1 | -2 | 13
CC(C)(C)N=C1Nc2ccccc2CNC12CCN(S(=O)(=O)C1CC1)C2 (stereo not given) | -3 | 37
CC1CCC(NC(=O)CCCCCn2c(=S)[nH]c3cc4c(cc3c2=O)OCO4)CC1 (stereo not given) | 0 | -1
CC(C)c1ccc(OCC(=O)Nc2nnc(C3CC(=O)N(c4ccccc4)C3)o2)cc1 (stereo not given) | -1 | -1
Cc1ccc(NC(NC(=O)c2cccnc2)C(Cl)(Cl)Cl)c(C)c1 (stereo not given) | -4 | 16
